LDHA inh = qHTS assay for inhibitors of human lactate dehydrogenase; purified LDHA, NADH/diaphorase-resazurin fluorescence; hits give low values; activity change, % (values are at about 110 or 230 µM); 480,000 compounds, 0.15% hits; in the data active = activity change below about -30%; inconclusive = mostly about -25% to -30%;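 note: plate controls were DMSO wells for no effect and wells without enzyme for full effect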
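Resorufin fluorescence (ex540/em590), read at 0 and 20 min after diaphorase/resazurin addition, reports the NADH left after a 5 min room-temperature reaction of 2 nM human LDH5 with 0.06 mM NADH and 0.2 mM pyruvate.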
Pol eta inh = qHTS for Inhibitors of Polymerase Eta | DNA polymerase eta (Homo sapiens), Q9Y253 | 390,000 compounds, 1.2% hits | Potency, µM (series often up to 114 µM), inactives show at the top dose activity change, negative = inhibition, most hits filed as inhibitors | recombinant Pol eta, fluorescent DNA replication assay | AID 588591, 2011; note: potency is the fitted concentration of half-maximal effect; % is set by controls: 0 for no effect and ±100 for the full control effect
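Pol eta (10 nM) was preincubated with compounds for 15 min at room temperature, after which fluorescent replication substrate (50 nM final) was added to start the reaction. Fluorescence was read kinetically at 0 and 10 min.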
APE1 inh = qHTS Assay for Inhibitors of the Human Apurinic/apyrimidinic Endonuclease 1 (APE1) | DNA repair nuclease/redox regulator APEX1 (Homo sapiens), P27695 | recombinant APE1, TAMRA/BHQ-2 abasic DNA cleavage fluorescence | Potency, µM (series often up to 65.8 µM), without a hit: at the top dose activity change, negative = inhibition, usual class: inhibitors | 350,000 compounds, 0.35% hits;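 note: potency is the fitted concentration of half-maximal effect; plate controls were vehicle for no effect and reference inhibitor for full effect; nearly all actives have a fitted effect of over 55% in size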
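Enzyme (0.75 nM final) and test compound are incubated 15 min at room temperature before adding 50 nM quenched THF abasic-site duplex. Cleavage dequenches TAMRA, followed at 525/598 nm over three reads one minute apart.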
Pol beta inh = qHTS Assay for Inhibitors of DNA Polymerase Beta; P06746; Pol beta primer extension/strand displacement, fluorescence kinetic; Potency, µM (highest dose often 114 µM), for inactives: at the highest dose activity change, negative = inhibition, usual class: inhibitors; 340,000 compounds, 1.3% hits; AID 485314, 2010; note: potency is the fitted concentration of half-maximal effect; % is set by controls: 0 for no effect and ±100 for the full control effect
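Curves were derived by four-parameter Hill fits of normalized qHTS data. The kinetic fluorescent primer-extension read was taken at 0 and 10 min after 50 nM substrate, following a 15 min room-temperature preincubation of 10 nM enzyme with compounds.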
RGS4 inhibitor = Inhibitors of Regulator of G Protein Signaling (RGS) 4: qHTS; Potency, µM (series often up to 114 µM), for inactives: at the top dose activity change, negative = inhibition, most hits filed as inhibitors; 390,000 compounds, 0.039% hits; Transcreener GDP fluorescence polarization, RGS4-accelerated GTP hydrolysis; note: potency is the fitted concentration of half-maximal effect; % is set by controls: 0 for no effect and ±100 for the full control effect; nearly all actives have a fitted effect of over 75% in size; some results filed as inactive show a strong effect at the top dose
Target sequence (P49798 whole entry, looked up): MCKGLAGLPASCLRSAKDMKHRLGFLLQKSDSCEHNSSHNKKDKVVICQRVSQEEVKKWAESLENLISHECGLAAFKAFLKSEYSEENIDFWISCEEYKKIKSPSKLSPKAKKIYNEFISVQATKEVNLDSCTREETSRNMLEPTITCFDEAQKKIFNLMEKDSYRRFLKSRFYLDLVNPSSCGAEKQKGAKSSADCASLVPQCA
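MLSMR compounds (23 nl, pin-transferred) preincubated 10 min at room temperature with a 500nM (2x) first reagent, then RGS4 at 900nM (2x) plus Transcreener GDP mix added; fluorescence polarization (620/688 nm) read before and after 90 min at 30 °C.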
12-LOX inh = Primary qHTS assay for inhibitors of human arachidonate 12S-lipoxygenase (ALOX12): Round 2; Polyunsaturated fatty acid lipoxygenase ALOX12 (Homo sapiens), P18054; purified 12hLO, xylenol orange hydroperoxide absorbance; Potency, µM (doses to about 108 µM), without a hit: at the top dose activity change, negative = inhibition, hits mostly inhibitors; 580,000 compounds, 1.1% hits; AID 1671190, 2021; note: potency is the fitted concentration of half-maximal effect; % is set by controls: 0 for no effect and ±100 for the full control effect
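Purified human 12hLO (150 nM final) in 25 mM Hepes, 0.01% Triton X-100, pH 7.0 was preincubated 15 min at room temperature with compound. Then 40 uM arachidonic acid was added, 30 min. Hydroperoxide was read by Fe-XO absorbance ratio 573/405 nm.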
ERG Ets-DNA blk = qHTS for Small Molecule Inhibitors of the ERG Ets/DNA interaction; Potency, µM (series often up to 76.9 µM), inactives show at the highest dose FP activity, negative = inhibition, most hits filed as inhibitors; 370,000 compounds, 0.028% hits; AID 624246, 2012; fluorescence polarization, His-ERG Ets domain / labelled DNA; active = well fitted inhibition curve with a large enough effect in the polarisation, with a control signal flat; inconclusive = small, poorly fitted or top-dose-only effect, or effect the other way, or a change in a side signal; inactive = no such curve, though single readings can be large or run the other way; the % refers to the polarisation;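 note: polarization taken with two DNA probes labelled with fluorescein and Texas red; potency is the fitted concentration of half-maximal effect; % of control where 0% means no effect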
Target sequence (P11308 whole entry, looked up, the tested form may be a part): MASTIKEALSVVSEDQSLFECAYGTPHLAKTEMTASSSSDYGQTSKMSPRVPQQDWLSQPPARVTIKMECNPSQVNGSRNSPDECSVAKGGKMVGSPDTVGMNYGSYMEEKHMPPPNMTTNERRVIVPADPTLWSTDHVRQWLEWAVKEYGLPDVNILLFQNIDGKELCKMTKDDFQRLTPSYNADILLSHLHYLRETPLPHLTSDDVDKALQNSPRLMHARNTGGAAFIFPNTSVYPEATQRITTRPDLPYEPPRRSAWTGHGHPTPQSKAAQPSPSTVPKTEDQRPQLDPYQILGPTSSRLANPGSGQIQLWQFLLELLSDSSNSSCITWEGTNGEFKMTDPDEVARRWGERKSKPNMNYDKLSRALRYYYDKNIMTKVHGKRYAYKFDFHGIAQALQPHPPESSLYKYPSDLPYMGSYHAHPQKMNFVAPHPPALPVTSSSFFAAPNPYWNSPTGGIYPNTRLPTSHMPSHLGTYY
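His-tagged ERG Ets domain (1 uM in the protein solution; 300mM KCl, 50mM Tris-HCl, 1mM EDTA, 1mM DTT, pH 7.5) received compound, then a probe mix of 5 nM fluorescein-DNA and 100nM Texas-615-DNA. Fluorescence polarization was read for both dyes.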
Apoferritin bind = qHTS Assay for Identification of Novel General Anesthetics; Ferritin light chain (Equus caballus), P02791; AID 485281, 2010; 350,000 compounds, 0.074% hits; apoferritin/1-aminoanthracene competitive binding, fluorescence; Potency, µM (highest dose often 77.5 µM), inactives show top-dose activity change, negative = displacement, actives largely listed as inhibitors; note: potency is the fitted concentration of half-maximal effect; % is set by controls: 0 for no effect and ±100 for the full control effect; nearly all actives have a fitted effect of over 20% in size
Target sequence (P02791 2-175 limits assumed): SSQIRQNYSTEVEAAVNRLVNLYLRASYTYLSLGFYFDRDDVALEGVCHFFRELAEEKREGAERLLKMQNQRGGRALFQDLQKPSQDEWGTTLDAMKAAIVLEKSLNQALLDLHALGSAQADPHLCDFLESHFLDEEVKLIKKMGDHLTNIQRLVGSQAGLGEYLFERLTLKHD
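In PBS, apoferritin at 10 uM is loaded with 1-AMA from a 50% saturated solution. After 10 min of compound exposure at ambient temperature, reduced 535 nm fluorescence indicates probe displacement.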
Pol kappa inh = qHTS for Inhibitors of Polymerase Kappa; Potency, µM (top dose mostly 107 µM), without a hit: top-dose activity, negative = inhibition, actives largely listed as inhibitors; 400,000 compounds, 0.53% hits; purified Pol kappa, fluorescent DNA synthesis assay, 10 min; note: potency is the fitted concentration of half-maximal effect; % is set by controls: 0 for no effect and ±100 for the full control effect
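Inhibition of 10 nM Pol kappa is measured by a fluorescent read-out at 0 and 10 min following addition of 50 nM substrate (final), with a 15-min room-temperature compound preincubation.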
* hit, by the source's call; ? = inconclusive; . = no result given; & = joins results of further samples; [ ] = dose if it differs, or a comment. Unless noted, calls come from the whole dose curve; as a rule, active = well fitted curve in the direction sought with a large enough effect; inconclusive = small, poorly fitted or top-dose-only effect, or another doubt; inactive = no such curve, though single readings can be large; an effect the other way counts as inactive or inconclusive. An excerpt; the hit share may differ from the screen's.

canonical_smiles	LDHA inh	Pol eta inh	APE1 inh	Pol beta inh	RGS4 inhibitor	12-LOX inh	ERG Ets-DNA blk	Apoferritin bind	Pol kappa inh
Cc1cc(C)n(C(=O)c2cc3ccccc3c(=O)o2)n1	-3	-14%	-3%	1%	-28%	11%	-1%	-2%	-4%
COC(=O)c1cccc(-n2nnnc2SCC(=O)Nc2nc3c(s2)CCCC3)c1	1	-14%	-3%	-8%	-19%	171%[activator]	19%	?	-4%
O=C(CSc1nnc(-c2cccnc2)o1)N1CCCCC1	-8	10%	28%	15%	21%	-14%	7%	7%	1%
COc1ccc(NC(=O)COc2ccc(CNCCCN3CCOCC3)cc2OC)cc1	3	-15%	1%	23%	-21%	-18%	-12%	-7%	3%
O=C(CN1C(=O)NC(c2ccccc2)(c2ccccc2)C1=O)Nc1cccnc1Cl	-1	-23%	?	30%	14%	-7%	-5%	-10%	4%
COc1cc(-c2noc(-c3ccc(N4CCCC4)c([N+](=O)[O-])c3)n2)cc(OC)c1OC	-3	-18%	.	-15%	-9%	-24%	-8%	-11%	-10%
Cc1ccc(OCC(=O)Nc2ccccc2C(=O)N2CCCCC2)cc1	-1	-4%	0%	14%	-33%	0%	4%	-13%	-5%
CCOc1ccc(Sc2cc(C(=O)NCc3ccccc3Cl)c3ccccc3n2)cc1	-2	9%	.	-2%	17%	-29%	2%	-4%	-5%[60.1 µM]
O=C(NCCNC(=O)c1cc(OCC(F)(F)F)ccc1OCC(F)(F)F)Nc1cccc(C(F)(F)F)c1	2	-17%	-5%	-17%	8%	-6%	11%	-1%	-16%
Cc1cccc(CN2CCC(CNC(=O)CSc3cc(=O)n(C)c4cc(Cl)ccc34)CC2)c1	-8	-20%	8%	0%	9%	-1%	-4%	6%	15%
Cc1ccc(C)c(N2CCN(CCCNC(=O)c3ccc4nc(CCc5ccccc5)oc4c3)CC2)c1	3	-25%	.	?	8%	?	1%	1%	-10%[60.1 µM]
COc1ccc(C(=O)Nn2c(CCC(=O)O)ccc2-c2ccc(C)cc2)cc1OC	-3&-6	-6%	0%	-23%	?	?	2%	-4%	1%

Full records, quoted from the list. Order of screens: LDHA inh	Pol eta inh	APE1 inh	Pol beta inh	RGS4 inhibitor	12-LOX inh	ERG Ets-DNA blk	Apoferritin bind	Pol kappa inh
`Cc1ccc(OCC(=O)Nc2ccccc2C(=O)N2CCCCC2)cc1` is listed as -1	-4%	0%	14%	-33%	0%	4%	-13%	-5%
`COC(=O)c1cccc(-n2nnnc2SCC(=O)Nc2nc3c(s2)CCCC3)c1` is listed as 1	-14%	-3%	-8%	-19%	171%[activator]	19%	?	-4%

(list continues)
canonical_smiles	LDHA inh	Pol eta inh	APE1 inh	Pol beta inh	RGS4 inhibitor	12-LOX inh	ERG Ets-DNA blk	Apoferritin bind	Pol kappa inh
CC(C)c1ccc(NC(=O)C2CCN(S(=O)(=O)c3ccc4c(c3)C(C)(C)C(=O)N4C)CC2)cc1	-6	-3%	5%	29%	11%	-29%	4%	-21%	-4%
O=C(CN1CCN(c2ccc(C(F)(F)F)cn2)CC1)NCc1ccc2c(c1)OCO2	-1	-24%	2%	-20%	-9%	-57%	-5%	-4%	-7%
CSCCC(NC(=O)c1ccco1)C(=O)NCC(C)(C)N1CCOCC1 (centres undefined)	1	-11%	7%	.	18%	?	-11%	.	13%
COc1ccc(C(=O)Nc2ncccc2C)cc1S(=O)(=O)N1CCOCC1	-8	-11%	61%	.	-16%	-8%	10%	.	-1%
CCOC(=O)c1cc(C(=O)NC(C)c2ccccc2)c(C)[nH]c1=O (centres undefined)	-5	-3%	2%	36%[activator]	9%	-13%	-1%	-5%	0%
CC(=O)Nc1nnc(SCc2cc(=O)c3cccc(Cl)c3[nH]2)s1	-1	-15%	.	5%	-15%	-12%	5%	-8%	-2%[60.1 µM]
CCOC(=O)c1c(-c2cccc([N+](=O)[O-])c2)csc1NC(=O)C1CC1	15	-6%	-4%	13%	-9%	0%	3%	?	-18%
CC(=O)N1CCc2c(sc3c2c(=O)n(-c2ccccc2)c(=O)n3CC(=O)Nc2cc(C)cc(C)c2)C1	-7	-6%	.	6%	18%	?	3%	-2%	-10%[60.1 µM]
CCCc1sc(C(=O)Nc2nnc(C3CC3)s2)cc1CC	-1	-14%	44%	.	6%	-17%	-1%	.	2%
Cc1cc(C)n(C(=O)CNC(=O)c2cccc(Cl)c2)n1	-5	7%	76%[activator]	-19%	14%	1%	12%	-4%	-7%
Cn1c(NCc2ccco2)nc2ccccc21	-6	1%	-5%	-1%	2%	6%	-3%	-7%	-8%
Cc1ccc(C)c(N2CCN(C(=O)c3cc4cc5ccc(C)cc5nc4s3)CC2)c1	-11	-14%	.	-11%	11%	-11%	3%	4%	0%
CC(CNC(=O)CCCn1c(=O)c2cccn2c2cccnc21)c1ccccc1 (centres undefined)	-4&-6	-22%&0%	.	-5%	3%	?	-3%	-9%	-11%
CCC1CCCCN1CCCNC(=O)Cn1cc2c(n1)-c1c(oc(C(=O)N3CCCC3)c1C)CC2 (centres undefined)	8	1%	-19%	-1%	-10%	-4%	-5%	-6%	-9%
CC(NC(=O)Nc1ccccc1)C(c1cccs1)N1CCN(C)CC1 (centres undefined)	-4	-16%	-6%	3%	-5%	19%	7%	0%	5%
O=S(=O)(c1ccc2c(c1)C(=NO)c1cc(S(=O)(=O)N3CCCCC3)ccc1-2)N1CCCCC1	-6	-21%	?	?	1%[11.4 µM]	25%	3%	-20%	-14%
CCOC(=O)C1=CNS(=O)(=O)NC1c1cccc(O)c1 (centres undefined)	-11	-1%	7%	.	15%	10%	15%	.	2%
CNC(=O)c1c(C)nc(SCC(=O)NCc2ccc(OC)cc2)c(C#N)c1-c1ccco1	-9	-7%	-2%	17%	-7%	-9%	-1%	-22%	-1%
COc1ccc(NC(=S)NCCCN2CCN(C3CCCCC3)CC2)cc1	0	-12%	1%	-14%	-32%	-25%	0%	-2%	7%
CCN(CC)C(=O)c1ccccc1NC(=O)c1cccc(S(=O)(=O)N2CCC(C)CC2)c1	-2	-20%	.	14%	-15%	4%	5%	-12%	-9%[60.1 µM]
COc1cccc(NC(=O)c2cc(-c3ccco3)nc3ccccc23)c1	-5	?	.	.	18%	?	3%	.	?
CCN(CC)c1ccc(C2C(C(C)=O)C(=O)CC(C)(O)C2C(C)=O)cc1 (centres undefined)	4	-20%	.	.	-14%	?	1%	.	-4%
CC1CCCCC1NC(=O)COC(=O)c1ccc([N+](=O)[O-])o1 (centres undefined)	19	89µM*	-41%	.	15%	-1%	-2%	.	-19%
CCS(=O)(=O)N1Cc2ccccc2CC1C(=O)Nc1ccc(OC)cc1OC (centres undefined)	4	-6%	10%	42%	-6%	-3%	-3%	6%	-1%
CCN(CC(=O)NC1CCCC1)S(=O)(=O)c1ccc(F)cc1	-2	-15%	53%[activator]	13%	-3%	-16%	-4%	-1%	10%
O=C(COc1ccc(F)cc1)c1ccc2c(c1)CCCC2	4	-8%	.	.	3%	-24%	-1%	.	-20%
Cc1ccc(C(=O)O/N=C/c2ccc3c(c2)OCO3)cc1	-3	-14%	1%	8%	22%	-11%	8%	2%	-6%
O=C(Nc1c2c(nn1-c1ccccc1)CS(=O)C2)c1ccco1 (centres undefined)	-7	-14%	49%	16%	7%	0%	3%	-1%	-21%
Cc1cc(-c2n[nH]c(=S)n2-c2ccccc2C)cs1	-1	-21%	5%	15%	-29%	?	4%	-9%	-9%
Cc1cccc(N(C)S(=O)(=O)c2cc3c(cc2C)n(C)c(=O)c(=O)n3C)c1	3	-8%	6%	0%	-4%	417%[activator]	9%	?	19%
COc1ccc([N+](=O)[O-])cc1/C=N/NC(=O)/C(=C\c1cccs1)NC(=O)c1ccccc1	-5	-7%	-7%	0%	14%	2%	-2%	?	-5%
Cc1oc(-c2cccs2)nc1CNC[C@H]1O[C@@H](n2cnc3c(N)ncnc32)[C@H](O)[C@@H]1O	1	-10%	12%	.	-28%	-23%	1%	.	-2%
O=C(NC(=S)NC1CCSC1=O)c1ccccc1Cl (centres undefined)	-1	-15%	3%	-4%	-16%	0%[57.4 µM]	-1%	-23%	-5%
COc1ccccc1CNC(=O)C(=O)NCC1OCCN1S(=O)(=O)c1cccs1 (centres undefined)	-3	7%	6%	13%	6%[11.4 µM]	4%	1%	-16%	10%
CCOc1ccc(NS(=O)(=O)c2cc(NC(=O)CCC(=O)c3cccs3)ccc2Cl)cc1	-5	-10%	-5%	4%	-19%	-10%	2%	-21%	-12%
CC1=Nc2cc(C(=O)NCc3ccccc3Cl)ccc2Sc2c(C)ccc(C)c21	2	-12%	.	-7%	16%	-2%	5%	0%	1%
CC1CCCN(CCCNC(=O)c2cc3c(s2)-c2ccccc2OC3)C1 (centres undefined)	-3	-19%	-16%	17%	39%	-16%	-3%	270%[activator]	-1%
CCN(CC)C(=O)CSc1nnc(-c2ccccc2)n1-c1ccccc1	-3	-9%	-1%	35%	-37%	?	-16%	-8%	5%

Screens as filed in PubChem.
